# LDHA block: blocks human lactate dehydrogenase A | purified LDHA, NADH/diaphorase-resazurin fluorescence; stronger effect = lower value | AID 1347041 | 480,000 tested, 0.15% active | activity change, % (values are at about 110 or 230 µM); in the data active = activity change below about -30%; inconclusive = mostly about -25% to -30%;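 note: plate controls were DMSO wells for no effect and wells without enzyme for full effect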
#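 Resorufin fluorescence (ex540/em590), read at 0 and 20 min after diaphorase/resazurin addition, reports the NADH left after a 5 min room-temperature reaction of 2 nM human LDH5 with 0.06 mM NADH and 0.2 mM pyruvate.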
# POLK inh: blocks human DNA polymerase kappa activity; Q9UBT6; purified Pol kappa, fluorescent DNA synthesis assay, 10 min; Potency, µM (highest dose often 107 µM), for the others: at the top dose activity, negative = inhibition, hits mostly inhibitors; 400,000 tested, 0.53% active; note: potency is the fitted concentration of half-maximal effect; % is set by controls: 0 for no effect and ±100 for the full control effect
#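 First, compounds were pin-transferred onto 10 nM Pol kappa. After 15 min at room temperature, substrate was added to 50 nM final. Fluorescence was then measured kinetically at 0 and 10 min.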
# APE1 inh: blocks human APE1 abasic DNA cleavage. P27695. recombinant APE1, TAMRA/BHQ-2 abasic DNA cleavage fluorescence. Potency, µM (highest dose often 65.8 µM), for inactives: at the top dose activity change, negative = inhibition, actives largely listed as inhibitors. 350,000 tested, 0.35% active;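 note: potency is the fitted concentration of half-maximal effect; plate controls were vehicle for no effect and reference inhibitor for full effect; nearly all actives have a fitted effect of over 55% in size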
# Target sequence (P27695 whole entry, looked up): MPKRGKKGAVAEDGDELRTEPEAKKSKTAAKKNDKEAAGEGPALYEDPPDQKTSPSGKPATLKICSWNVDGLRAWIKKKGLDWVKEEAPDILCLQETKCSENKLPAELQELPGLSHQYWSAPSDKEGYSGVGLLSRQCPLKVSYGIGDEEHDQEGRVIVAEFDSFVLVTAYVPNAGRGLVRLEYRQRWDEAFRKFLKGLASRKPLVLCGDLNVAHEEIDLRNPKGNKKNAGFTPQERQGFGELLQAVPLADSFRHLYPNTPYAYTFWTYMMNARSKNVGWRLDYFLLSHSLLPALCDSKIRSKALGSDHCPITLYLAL
#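 Enzyme (0.75 nM final) and test compound are incubated 15 min at room temperature before adding 50 nM quenched THF abasic-site duplex. Cleavage dequenches TAMRA, followed at 525/598 nm over three reads one minute apart.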
# ALOX12 inh: ALOX12 (human) lipoxygenase inhibition; Potency, µM (series often up to 108 µM), without a hit: at the highest dose activity change, negative = inhibition, usual class: inhibitors; 580,000 tested, 1.1% active; P18054; purified 12hLO, xylenol orange hydroperoxide absorbance; note: potency is the fitted concentration of half-maximal effect; % is set by controls: 0 for no effect and ±100 for the full control effect
#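 Hydroperoxide product was detected by ferrous iron/xylenol orange as the 573 to 405 nm absorbance ratio. Arachidonic acid at 40 uM (final) was turned over for 30 min at room temperature by 150 nM human 12hLO, pH 7.0 Hepes buffer, after 15 min compound preincubation.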
# Pol beta inh: DNA polymerase beta (human) inhibition. Pol beta primer extension/strand displacement, fluorescence kinetic. Potency, µM (series often up to 114 µM), inactives show at the highest dose activity change, negative = inhibition, hits mostly inhibitors. 340,000 tested, 1.3% active. AID 485314; note: potency is the fitted concentration of half-maximal effect; % is set by controls: 0 for no effect and ±100 for the full control effect
#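 Pol beta (10 nM) was preincubated with compound for 15 min at room temperature. The reaction was then started with 50 nM substrate and read immediately and after a further 10 min at room temperature.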
# RGS4 inh: inhibitors of human regulator of G protein signaling 4; P49798; Transcreener GDP fluorescence polarization, RGS4-accelerated GTP hydrolysis; Potency, µM (titrated, usually from 114 µM), for inactives: at the top dose activity change, negative = inhibition, actives largely listed as inhibitors; 390,000 tested, 0.039% active; AID 504845; note: potency is the fitted concentration of half-maximal effect; % is set by controls: 0 for no effect and ±100 for the full control effect; nearly all actives have a fitted effect of over 75% in size; some results filed as inactive show a strong effect at the top dose
# Target sequence (P49798 whole entry, looked up): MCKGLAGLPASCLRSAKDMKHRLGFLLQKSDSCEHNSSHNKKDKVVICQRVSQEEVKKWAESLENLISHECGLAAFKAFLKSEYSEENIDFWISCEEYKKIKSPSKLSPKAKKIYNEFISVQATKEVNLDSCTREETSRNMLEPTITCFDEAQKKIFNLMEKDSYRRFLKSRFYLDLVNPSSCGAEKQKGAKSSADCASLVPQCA
#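 MLSMR compounds (23 nl, pin-transferred) preincubated 10 min at room temperature with a 500nM (2x) first reagent, then RGS4 at 900nM (2x) plus Transcreener GDP mix added; fluorescence polarization (620/688 nm) read before and after 90 min at 30 °C.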
# ERG Ets-DNA blk: inhibitors of human ERG Ets domain-DNA interaction | fluorescence polarization, His-ERG Ets domain / labelled DNA | Potency, µM (doses to about 76.9 µM), for inactives: at the top dose FP activity, negative = inhibition, usual class: inhibitors | P11308 | 370,000 tested, 0.028% active; active = well fitted inhibition curve with a large enough effect in the polarisation, with a control signal flat; inconclusive = small, poorly fitted or top-dose-only effect, or effect the other way, or a change in a side signal; inactive = no such curve, though single readings can be large or run the other way; the % refers to the polarisation;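 note: polarization taken with two DNA probes labelled with fluorescein and Texas red; potency is the fitted concentration of half-maximal effect; % of control where 0% means no effect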
# Target sequence (P11308 whole entry, looked up, the tested form may be a part): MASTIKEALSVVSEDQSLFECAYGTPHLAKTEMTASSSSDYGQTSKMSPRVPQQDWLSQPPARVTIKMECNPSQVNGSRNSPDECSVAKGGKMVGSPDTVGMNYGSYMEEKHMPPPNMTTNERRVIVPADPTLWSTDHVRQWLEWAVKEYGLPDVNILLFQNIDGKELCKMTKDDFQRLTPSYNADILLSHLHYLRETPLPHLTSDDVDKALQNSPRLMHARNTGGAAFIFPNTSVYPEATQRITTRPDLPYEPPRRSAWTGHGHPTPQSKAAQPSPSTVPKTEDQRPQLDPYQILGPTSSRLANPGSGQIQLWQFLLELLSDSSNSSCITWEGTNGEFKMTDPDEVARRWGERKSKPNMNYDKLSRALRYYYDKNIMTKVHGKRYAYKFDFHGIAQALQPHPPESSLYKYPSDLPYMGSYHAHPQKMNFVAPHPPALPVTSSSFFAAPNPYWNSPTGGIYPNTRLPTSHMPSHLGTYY
#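 His-tagged ERG Ets domain (1 uM in the protein solution; 300mM KCl, 50mM Tris-HCl, 1mM EDTA, 1mM DTT, pH 7.5) received compound, then a probe mix of 5 nM fluorescein-DNA and 100nM Texas-615-DNA. Fluorescence polarization was read for both dyes.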
# Anesthetic bind: binds horse apoferritin like a general anesthetic; P02791; apoferritin/1-aminoanthracene competitive binding, fluorescence; Potency, µM (doses to about 77.5 µM), for the others: top-dose activity change, negative = displacement, most hits filed as inhibitors; 350,000 tested, 0.074% active; AID 485281; note: potency is the fitted concentration of half-maximal effect; % is set by controls: 0 for no effect and ±100 for the full control effect; nearly all actives have a fitted effect of over 20% in size
#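 Concentration-response curves derived by four-parameter Hill fitting of normalized fluorescence, where compounds displaced 1-AMA from 10 uM horse apoferritin following a brief 10 min room-temperature incubation; propofol titration acted as positive control.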
# POLH inh: inhibitors of human DNA polymerase eta. recombinant Pol eta, fluorescent DNA replication assay. 390,000 tested, 1.2% active. Q9Y253. Potency, µM (series often up to 114 µM), without a hit: top-dose activity change, negative = inhibition, hits mostly inhibitors; note: potency is the fitted concentration of half-maximal effect; % is set by controls: 0 for no effect and ±100 for the full control effect
#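 Pol eta at 10 nM preincubated with compounds 15 min at room temperature; reaction started with fluorescent substrate (50 nM final) and read kinetically at 0 and 10 min.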
# Active calls of the source: *; ? = inconclusive; nt = no result given; & = joins results of further samples; [ ] = dose if it differs, or a comment. Unless noted, calls come from the whole dose curve; as a rule, active = well fitted curve in the direction sought with a large enough effect; inconclusive = small, poorly fitted or top-dose-only effect, or another doubt; inactive = no such curve, though single readings can be large; an effect the other way counts as inactive or inconclusive. Only part of the results is shown (hit frequency here may not be typical).
compound,LDHA block,POLK inh,APE1 inh,ALOX12 inh,Pol beta inh,RGS4 inh,ERG Ets-DNA blk,Anesthetic bind,POLH inh
COc1ccccc1-c1cc2ccccc2[nH]1,-5,-25%,-6%,3%,0%,-24%[56.9 µM],3%,?,-14%
COc1ccc(OC)c2c(C)cc(C)nc12,5,-5%,3%,-27%,1%,-1%,0%,-23%,-12%
COc1ccc(OC)c(CCNC(=O)CC2Oc3ccccc3NC2=O)c1 (stereo not given),-2,2%,-5%,21%,33%,-11%,-10%,-13%,-16%
Cc1cccnc1NC(=O)Nc1ccccc1,-1,4%,3%,-11%,0%,21%[11.4 µM],4%,-1%,-20%
C/C=C/c1ccc(OCCCCN2CCN(CC)CC2)c(OC)c1,-12,4%,3%,?,0%,-21%[56.9 µM],9%,-4%,-14%
O=C(Nc1ccc(Cc2ccncc2)cc1)c1ccc(Br)o1,4,6%,0%,-3%,9%,-5%,-1%,-7%,-19%
O=C(NC1CCCCC1)C(c1c(F)cccc1Cl)N(C(=O)c1csnn1)C1CC1 (stereo not given),-1,-3%,4%,-18%,51%,-11%,1%,4%,-4%
Nc1ccc2oc(Cc3ccc(Cl)cc3)nc2c1,39,-19%,nt,3%,?,?,3%,-5%,nt
CCOC(=O)C1Oc2ccccc2C(c2ccoc2)=C1C(=O)OC (stereo not given),7,-3%&-13%,39%&-3%[activator],nt,nt,-37%,19%,-13%[110 µM],-30%
Cc1cc(C)nc(N2CCN(c3nc(-c4ccccc4)nc4c3oc3ccccc34)CC2)n1,1,4%,nt,11%,nt,2%,10%,nt,-10%
COc1cc(O)c(/C=N/NC(=O)c2ccncc2)c(OC)c1[N+](=O)[O-],3,0%,-7%,144%[activator],1%,-3%[56.9 µM],-8%,-2%,-20%
COc1cc2c(C(=O)OCCN(C)C)c(CSc3ccccc3)n(C)c2cc1Br,-8,0%,?,-16%,32%,-4%,29%,-8%,-15%
CC1CCN(c2cc(=O)n(C3CCCCC3)c(=O)[nH]2)CC1,-2,1%,-4%,9%[57.4 µM],0%,-16%,-17%,1%,-4%
Cc1nn(C)c(C)c1CNC(=O)Nc1cccc(Cl)c1C,-13,-4%,15%,-18%,22%,18%,0%,1%,0%
CCOc1ccc(NS(=O)(=O)c2cccc(C(=O)N(C)Cc3ccco3)c2)cc1,-1,9%,3%,?,nt,-15%,-2%,nt,-3%
NC(=O)C1CCN(C(=O)COc2ccc3ccccc3c2)CC1,-6,9%,1%,9%,-2%,-14%,4%,-5%,-11%
CCn1c(=O)c2c(nc(SCC(=O)Nc3ccccc3)n2C)n(C)c1=O,0,-9%,24%[12.4 µM],-12%,3%,0%,-5%,-3%,-22%
O=c1c2ccccc2nc2c3ccccc3ncn12,-9,?,3%,15%,-2%,-13%,4%,-5%,1%
CC(C)(C)NCC(O)CON=C1c2ccccc2-c2ccccc21 (stereo not given),-1,6%,-3%,15%,-25%,-2%,-1%,-12%,-14%
O=C(CN1CCN(S(=O)(=O)c2ccccc2C(F)(F)F)CC1)NCc1cccs1,-3,-8%,3%,?,nt,25%,0%,nt,-4%
COc1ccc(-n2c(C)c(C(=O)O)c3cc(OC)c4ccccc4c32)cc1,3,-1%,-1%,-6%,1%,-23%,-6%,-4%,-19%
CC(C)C[C@@H](CN)NC(=O)c1nc[nH]c1C(=O)N[C@@H](CC(=O)O)C(=O)CNC[C@H](C)NC(=O)c1nc[nH]c1C(=O)N[C@@H](CC(=O)O)C(=O)O,3,11%,nt,15%,nt,-17%,16%,nt,-7%
COc1ccc(-c2c(C)c3ccc(O)c(CN4CCOCC4)c3oc2=O)cc1,1,-3%[60.1 µM],nt,?,-16%,-3%,-1%,27%,-8%
COc1ccccc1NS(=O)(=O)c1cccc(C(=O)N/N=C/c2cn(-c3ccccc3)nc2-c2ccccc2)c1,1,-15%,-1%,29%,9%,0%,5%,-2%,-26%
O=C1C(Cl)=C(N2CCCC2)C(=O)N1c1ccccc1F,-3,-1%,9%,?,24%,-35%,-1%,?,-15%
O=C(Nc1cccc(C(F)(F)F)c1)/C(=C\c1ccco1)NC(=O)c1cccs1,-9,-9%,9%,?,4%,11%,26%,9%,-19%
CC(=O)Nc1ccc(CN2CCc3c([nH]c4ccccc34)C2C(C)(C)C)cc1 (stereo not given),0,-3%,0%,4%,?,16%,6%,4%,-11%
O=C(NCCN1CCOCC1)C1CCN(S(=O)(=O)N2CCCCC2)CC1,-16,-8%,-4%,18%,31%,20%,nt,-10%,-7%
O=C(CC(c1cccs1)N1Cc2ccccc2C1=O)Nc1ccc(Cl)cc1 (stereo not given),2,12%,nt,-9%,17%,-8%,-16%,46%[activator],-12%
Cc1ccc(OCC(=O)Nc2ccccc2F)cc1C,-6,-26%,-2%,-1%,14%,-3%,-4%,-10%,6%

# Exported with two lines to a compound: part of the list above.
# Values run as follows: LDHA block	POLK inh	APE1 inh	ALOX12 inh	Pol beta inh	RGS4 inh	ERG Ets-DNA blk	Anesthetic bind	POLH inh
NC(=O)C1CCN(C(=O)COc2ccc3ccccc3c2)CC1
→ -6	9%	1%	9%	-2%	-14%	4%	-5%	-11%
CCn1c(=O)c2c(nc(SCC(=O)Nc3ccccc3)n2C)n(C)c1=O
→ 0	-9%	24%[12.4 µM]	-12%	3%	0%	-5%	-3%	-22%

# Going on with the list:
compound,LDHA block,POLK inh,APE1 inh,ALOX12 inh,Pol beta inh,RGS4 inh,ERG Ets-DNA blk,Anesthetic bind,POLH inh
CN(c1ccccc1)S(=O)(=O)c1ccc(NC(=S)Nc2ccccc2)cc1,-5,-5%,2%,-6%,18%,-23%,-15%,-19%,-10%
COCCNC(=O)/C(C#N)=C/c1ccc(OCc2ccccc2)cc1,-4,-5%,0%,?,-4%,-19%,-7%,-12%,-6%
CCNc1ccc(Br)cc(C(=O)/C=C/c2ccc(Cl)cc2Cl)c1=O,9,?,1%,7.1µM*,13µM*,?,-3%,?,14µM*
CCOc1ccc(CCNC(=O)CSc2cc(=O)n(C)c3ccc(Cl)cc23)cc1OCC,-6&-8,1%&-1%,2%,?,21%&18%,1%&19%,-16%&0%,52%&-10%[activator],0%&-12%
C=CCOc1ccc(Br)cc1CNCCO,-4,9%,-2%,1%,2%,-29%,9%,-6%,-14%
CCOC(=O)c1ccc(NS(=O)(=O)c2ccc3oc(=O)[nH]c3c2)cc1,-6,-11%,22%,-18%,-26%,1%,15%,-9%,-16%
O=C(NCc1ccccn1)c1ccc(Cl)c(S(=O)(=O)NCc2ccccc2)c1,0,3%,-28%,435%[activator],nt,-1%,-5%,nt,-13%
C#CCOCCOCCOCCNc1nc(N2CCN(C(=O)Cn3cc(CC(C)O)nn3)CC2)nc(N2CCN(C(=O)[C@H](CCCCN)n3cc(CCC(=O)O)nn3)CC2)n1 (stereo not given in full),-1,14%,?,16µM*,?,-4%,-1%,-12%,-14%
O=C(NCc1cn2ccsc2n1)c1cccc(C(F)(F)F)c1,-5,-4%,3%,253%[activator],2%,35%,2%,-5%,-6%
Cc1[nH]n(-c2ccc([N+](=O)[O-])cc2)c(=O)c1C=NCCN1CCN(C(=O)c2cccc(F)c2)CC1,-14,-10%,-4%,-25%,-5%,14%,-3%,-9%,-11%
CCc1ccc2nc(-c3cccc(C)c3)nc(SCC(=O)NCC3CCCO3)c2c1 (stereo not given),-3,5%,15%,?,11%,8%,7%,-8%,-14%
CCOC(=O)CSc1nnc(CSc2nc3ccccc3c(=O)[nH]2)n1-c1ccccc1,-5,-15%,0%,-3%,-23%,13%,0%,4%,-3%
CCS(=O)(=O)Nc1c(C)n(C)n(-c2ccccc2)c1=O,-10,-4%,0%,18%,-13%,-10%,nt,-2%,-12%
CCOC(=O)c1[nH]c(C)c(C(=O)NC2CCCCCC2)c1C,-2,6%,-4%,17%,19%,-37%,-5%,-8%,-7%
Cc1ccc(N(CC(=O)Nc2ccc(S(=O)(=O)N3CCOCC3)cc2)S(C)(=O)=O)cc1C,5,-6%,-5%,-18%,0%,-3%,-2%,?,-11%
Cc1noc(C)c1C(=O)NCC1COc2ccccc2O1 (stereo not given),-12,-1%,31%,-10%,nt,0%,3%,nt,-11%
CN(Cc1nccn1C)C(=O)CC1C(=O)NCCN1Cc1ccccc1C(F)(F)F (stereo not given),0,0%,6%,0%,23%,25%,-4%,-6%,-5%
COc1cc(C=O)ccc1OCC(=O)Nc1ccccc1N1CCOCC1,-10,-2%,7%,11%,11%,-6%,4%,-17%,-18%
Cc1cc(C)cc(NC(=O)CCc2nc3ccccc3[nH]2)c1,-9,-5%,4%,-3%,45%,33%,-5%,-7%,1%
CCc1cccc(CC)c1NC(=O)CN(C)S(=O)(=O)c1ccc2c(c1)n(C)c(=O)c(=O)n2C,0&1,-5%,nt,-20%&2%,-14%,-2%,0%,-15%,12%
Cc1ccc(CNC(=O)Cn2nnc(C(=O)Nc3cccc(C)c3C)c2N)cc1,-4,-5%,11%,-8%,2%,19%,-1%,-8%,-18%
Fc1ccc(-c2cc3nc(-c4ccccc4)cc(N4CCOCC4)n3n2)cc1,-4,-6%,1%,5%,3%,-8%,-5%,-6%,-5%
CCN(CC)CCCNC(=O)c1c(C)oc2ncnc(N3CCOCC3)c12,5,7%,nt,-3%,17%,-33%,27%,3%,-15%
CCCCC#Cc1ccc(C(=O)NNC(=O)Nc2ccccc2)o1,-39*,-5%,5%,-22%,?,-18%,3%,34%[activator],-12%

# Source: PubChem (National Center for Advancing Translational Sciences (NCATS))
